GLD-1 RNA inh: GLD-1/TGE RNA complex disruptors, primary screen, biochemical, fluorescence polarization | inhibition, % at 5.96 µM | hit rate 0.44% among 320,000 | Female germline-specific tumor suppressor gld-1 (Caenorhabditis elegans), Q17339 | purified GLD-1 + fluorescein TGE RNA | AID 2280, 2010;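 active = percent inhibition above a per-plate cutoff, the plate mean of test compounds plus 3 SD, cut at about 30% in these data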;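 note: 0% = DMSO wells with GLD-1 and probe and 100% = wells lacking GLD-1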
PME-1 primary: PME-1 inhibitors via competitive probe labeling, primary screen, biochemical, fluorescence polarization, FP-Rh probe, HTS; Protein phosphatase methylesterase 1 (Homo sapiens), Q9Y570; recombinant PME-1; inhibition, % at 5.9 µM; hit rate 0.53% among 320,000; AID 2130, 2009;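 active = inhibition above the campaign mean of all compounds plus 3 SD, cut at about 26% in these data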;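 note: competitive labeling of PME-1 active site by serine hydrolase directed probe; 0% = PME-1 with DMSO and 100% = wells lacking PME-1 enzyme; inhibitors block probe labeling so polarization falls and inhibition rises; many of its hits are not listed in these tables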
pPAFAH inh: pPAFAH enzyme inhibitors, primary screen, biochemical, fluorescence polarization, human | inhibition, % at 3.39 µM | AID 463082, 2010 | hit rate 1.5% among 330,000 | recombinant pPAFAH, FP-rhodamine probe fluorescence polarization;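 active = inhibition above the mean inhibition across the screen plus 3 SD, cut at about 25% in these data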;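 note: inhibitors block binding of the rhodamine activity-based probe so polarization drops; 0% = enzyme with DMSO and 100% = wells lacking pPAFAH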
Target sequence (Q13093 whole entry, looked up): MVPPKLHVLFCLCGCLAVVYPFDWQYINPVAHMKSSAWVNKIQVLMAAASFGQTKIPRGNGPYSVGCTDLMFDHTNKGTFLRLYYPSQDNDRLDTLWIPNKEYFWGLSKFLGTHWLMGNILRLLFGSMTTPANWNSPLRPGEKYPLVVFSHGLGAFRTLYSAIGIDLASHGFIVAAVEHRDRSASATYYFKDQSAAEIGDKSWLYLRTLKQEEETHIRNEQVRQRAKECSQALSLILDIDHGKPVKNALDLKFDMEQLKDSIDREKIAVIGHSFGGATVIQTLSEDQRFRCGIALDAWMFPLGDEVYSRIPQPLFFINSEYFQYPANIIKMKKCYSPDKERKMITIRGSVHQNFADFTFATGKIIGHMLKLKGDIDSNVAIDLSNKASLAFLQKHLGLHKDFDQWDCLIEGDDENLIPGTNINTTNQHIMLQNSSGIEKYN
Bcl-xL primary: inhibitors of human Bcl-xL, primary screen, biochemical, fluorescence polarization, HTS | hit rate 0.7% among 320,000 | Bcl-2-like protein 1 (Homo sapiens), Q07817 | GST-Bcl-xL / FITC-Bim BH3 peptide fluorescence polarization | AID 2129, 2009 | inhibition, % at 10.9 µM;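 active = inhibition above the mean of all tested compounds plus 3 SD, cutoff set per campaign, cut at about 30% in these data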;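 note: 0% = DMSO wells and 100% = unlabeled Bim-BH3 peptide competitor; inhibitors lower millipolarization by displacing the labeled peptide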
Fam108B counter: mouse Fam108B serine hydrolase inhibitors, primary screen, counter-screen for RBBP9 inhibitor project, biochemical, fluorescence polarization | AID 1947, 2009 | hit rate 0.33% among 300,000 | recombinant Fam108B, FP-Rh probe fluorescence polarization | inhibition, % at 9.51 µM;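 active = inhibition above the screen mean inhibition plus 3 SD, computed separately per campaign, cut at about 18% in these data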;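 note: inhibitors lower polarization as less probe binds the enzyme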
MEX-5 binding: MEX-5 zinc finger RNA-binding disruptors – biochemical, C. elegans, fluorescence polarization, MLPCN library, primary screen. activity score (negative = inhibition of binding), % at 10 µM. MEX-5/FITC-TCR2 RNA binding; stronger effect = lower value. hit rate 0.38% among 300,000. Zinc finger protein mex-5 (Caenorhabditis elegans), Q9XUB2;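 active = inhibition past about -25% in most replicates, and total fluorescence under double the plate's negative control median, limit read from the data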;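 note: 0% = DMSO and -100% = 5 µM competing unlabeled TCR2 RNA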
Target sequence (Q9XUB2 whole entry, looked up): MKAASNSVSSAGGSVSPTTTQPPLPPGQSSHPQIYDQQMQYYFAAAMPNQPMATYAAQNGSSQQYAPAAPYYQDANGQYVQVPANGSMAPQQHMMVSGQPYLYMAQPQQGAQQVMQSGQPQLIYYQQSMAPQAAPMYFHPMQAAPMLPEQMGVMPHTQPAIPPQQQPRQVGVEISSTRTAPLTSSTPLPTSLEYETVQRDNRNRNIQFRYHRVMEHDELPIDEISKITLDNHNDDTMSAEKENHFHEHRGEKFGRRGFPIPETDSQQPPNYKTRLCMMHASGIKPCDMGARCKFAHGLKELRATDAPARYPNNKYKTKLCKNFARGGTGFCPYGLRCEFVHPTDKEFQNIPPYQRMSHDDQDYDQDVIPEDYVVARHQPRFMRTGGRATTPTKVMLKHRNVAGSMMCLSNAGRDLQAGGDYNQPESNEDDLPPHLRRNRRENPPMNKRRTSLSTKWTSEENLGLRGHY
PAFAH1B2 inh: PAFAH1B2 enzyme inhibitors, primary screen, biochemical, fluorescence polarization, human | recombinant PAFAH1B2, FP-rhodamine activity probe | inhibition, % at 3.39 µM | hit rate 1.2% among 340,000;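 active = inhibition above the mean of all tested compounds plus 3 SD, cut at about 24% in these data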;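 note: 0% = enzyme with DMSO and 100% = wells lacking PAFAH1B2; many of its hits are not listed in these tables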
AHR activator: AHR activators, primary screen, cell-based, luminescence, luciferase reporter, human; Aryl hydrocarbon receptor (Homo sapiens), P35869; AHR-responsive luciferase reporter cells; activation, % at 5 µM; hit rate 2.5% among 320,000; AID 2796, 2010; in the data active = activation above about 47%;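 note: 0% = vehicle wells and 100% = reference agonist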
MCL1-BIM inh: inhibitors of MCL1 binding to BIM-BH3, primary screen, biochemical, fluorescence polarization; hit rate 0.68% among 320,000; GST-MCL1 / FITC-Bim-BH3 fluorescence polarization; inhibition, % at 10.9 µM; Induced myeloid leukemia cell differentiation protein Mcl-1 (Homo sapiens), Q07820;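 active = inhibition above the mean inhibition of all tested compounds plus 3 SD, set per campaign, cut at about 40% in these data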;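 note: 0% = DMSO wells and 100% = unlabeled Bim-BH3 peptide control; higher means more loss of mP so more displacement of Bim peptide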
Numbers without * were called inactive; · = no result given. An excerpt. The share of hits here may be higher or lower than overall.

Sequence of screens – Bcl-xL primary	AHR activator	GLD-1 RNA inh	PAFAH1B2 inh	MCL1-BIM inh	Fam108B counter	pPAFAH inh	PME-1 primary	MEX-5 binding
#1 CCOC(=O)CN1C(=O)CSc2ccc(S(=O)(=O)N3CCCC3)cc21
→ 3	2	2	0	0	0	6	-1	2.0
#2 CN(CC(=O)Nc1ccc(S(N)(=O)=O)cc1)C1CCCCC1
→ 3	-3	6	9	-6	2	3	4	-0.5
#3 COc1ccc(Cc2noc(CN3CCN(Cc4cccc(Cl)c4)CC3)n2)cc1OC
→ 0	-1	-2	6	-5	-4	1	-1	-0.5
#4 CCOc1ccc(NC(=O)CCSc2ccc(C)cc2)cc1
→ 3	1	3	25*	5	2	6	1	6.4
#5 C=CC[C@@H](CC(=O)N[C@H](CO)Cc1ccccc1)C(=O)N[C@H](C)COC(=O)[C@@H](CC=C)Cc1ccc(F)cc1
→ ·	0	4	27*	·	·	4	·	·
#6 COC(=O)C1CCN(C(=O)NC2CC(=O)N(c3ccc4c(c3)OCCO4)C2)CC1 (stereo not given)
→ 0	-3	8	0	0	-4	3	1	-2.0
#7 Cc1ccc(Nc2c(-c3ccc(C)o3)nc3cnccn23)cc1
→ 11	18	3	2	15	-3	6	5	-7.0
#8 CS(=O)(=O)c1ccc(Cl)c(NC(=O)c2cc(=O)[nH]c3ccc(S(=O)(=O)N4CCOCC4)cc23)c1
→ -1	1	2	10	-5	2	1	10	-1.1
#9 O=C1COc2ccc(C(=O)COC(=O)c3ccccc3F)cc2N1
→ ·	0	5	3	·	·	5	·	·
#10 c1ccc(-c2nc(Sc3ncnc4c3cnn4-c3ccccc3)n[nH]2)cc1
→ 6	5	1	·	1	-4	5	-5	0.3
#11 CN(CC(=O)Nc1ccccc1Cl)C(=O)CSc1nc2ccccc2s1
→ 6	-2	0	0	7	1	1	-3	0.6
#12 COCCn1c(SCC(=O)NCc2cccs2)nnc1-c1ccc(OC)cc1
→ 3	0	-5	2	2	3	1	1	4.3
#13 COC(=O)C1=C(CN2CCN(C)CC2)NC(=O)NC1c1cc(C)ccc1C (stereo not given)
→ -1	2	-2	2	5	4	1	-2	1.3
#14 CC(C)=CC(=O)OCc1cc([N+](=O)[O-])cc2c1OCOC2
→ 8	2	-8	-2	8	-4	1	-1	-1.4
#15 Cc1ccccc1OCC(=O)Nc1sc2c(c1C#N)CCC2
→ 7	-3	-1	6	6	13	5	-7	-5.8
#16 COc1ccc(C)cc1NC(=O)CNC(=O)[C@@H]1Cc2ccccc2CN1
→ 3	5	5	5	10	0	0	-6	1.5
#17 O=C(CSc1nnc2c(n1)[nH]c1ccccc12)Nc1nncs1
→ 8	9	-2	1	4	4	8	3	0.3
#18 Cc1nc(NC(=O)C2CC2)sc1C(=O)Nc1ccccc1
→ -1	8	4	3	-3	2	4	-3	-2.8
#19 COc1ccccc1N1CCN(C(=O)C2Cc3ccccc3CN2C(=O)c2ccco2)CC1 (stereo not given)
→ 7	1	5	-3	12	·	-1	-1	·
#20 CN(/N=C/c1ccco1)C1=NS(=O)(=O)c2ccccc21
→ 14	-5	-2	5	12	1	0	-4	-3.3
#21 C=CCOC(=O)C1=C(C)NC(=O)NC1c1cc(Cl)cc(Cl)c1OC (stereo not given)
→ -4	-3	-1	7	-7	-1	-6	-7	-0.1
#22 COc1cc(OC)cc(C(=O)NCc2ccc3c(c2)cc(C)n3C)c1
→ 30*	2	52*	0	35	2	8	1	1.2
#23 COc1ccc(OCCn2c(=N)n(CCO)c3ccccc32)cc1
→ 2	4	1	5	1	0	1	-2	-2.3
#24 Cc1ccc(C)c(SCC(=O)OCC(=O)NCCNC(=O)COC(=O)CSc2cc(C)ccc2C)c1
→ -7	5	1	1	4	0	12	1	2.3
#25 CCCn1cc(C(=O)N(C)C2CCCN(Cc3ccccc3F)C2)c(C)n1 (stereo not given)
→ 4	-1	-4	-1	3	5	3	7	2.5
#26 C=C(CC)C(=O)c1ccc(OCC(=O)O)c(Cl)c1Cl
→ 11	3	6	1	9	3	2	-3	-0.6
#27 Cc1cc2oc(=O)cc(CNc3ccccc3F)c2cc1O
→ 10	21	-5	4	8	2	2	6	3.0
#28 O=C(CN1CCCCC1)Nc1cccc(Br)c1
→ 8	-1	7	1	7	1	3	-4	0.4
#29 CN1C(=O)c2ccc(C(=O)Nc3ccc4c(c3)OCO4)cc2C1=O
→ 3	14	-6	3	2	1	-5	2	-0.6
#30 Cc1[nH]n(-c2ccccc2)c(=O)c1N=Nc1ccc(C#N)cc1
→ 0	30	8	7	3	-1	0	4	-1.9
#31 COc1ccccc1NC(=O)C(CCS(C)(=O)=O)N1C(=O)c2ccccc2C1=O (stereo not given)
→ 1	-1	5	-4	-5	1	0	3	-1.7
#32 S=C1NC[C@H](CC2CCCCC2)N1CCc1cccc2ccccc12
→ 0	25	-1	-5	3	-2	0	4	3.3
#33 CCC[C@H]1CCCC/C=C\CCCC(=O)OCCN1C(=O)OC(C)(C)C
→ 5	0	1	6	-3	·	0	-3	·
#34 COc1ccc(N2CCN(c3oc(-c4ccco4)nc3C#N)CC2)cc1
→ 1	-10	9	3	9	-1	16	-1	1.7
#35 CC12CCC(C/C1=N\N=C1\NC(=O)/C(=C\c3cccc(Br)c3)S1)C2(C)C (stereo not given)
→ 2	4	4	9	-4	4	27*	11	-2.7
#36 O=C(CNc1ccc2ccccc2c1)N/N=C/c1ccc([N+](=O)[O-])o1
→ -1	126*	11	2	12	3	14	11	2.3
#37 COc1ccc2c(CC(=O)OCC(=O)N3CCc4ccccc43)coc2c1
→ 3	5	-5	9	6	-1	9	5	-0.2
#38 COc1ccc(-c2cc(C(=O)N3CC(C)CC(C)C3)c3ccccc3n2)cc1OC (stereo not given)
→ -5	31	-1	-1	-5	-4	3	6	1.5
#39 CCCCNC(=O)N1CCN(C(=O)c2ccco2)CC1
→ -2	7	-1	3	-2	-1	6	5	1.9
#40 O=C(NNS(=O)(=O)c1ccccc1[N+](=O)[O-])c1cccnc1
→ -5	3	5	-3	-8	0	5	-2	-0.9
#41 CC(C)(C)c1[nH]nc2c1C(c1cccnc1)C(C#N)=C(N)O2 (stereo not given)
→ 1	0	-6	6	4	1	3	6	0.5
#42 CCOc1ccc(C(=O)NC(=S)Nc2cccc(S(=O)(=O)NC3=NCCC3)c2)cc1
→ 7	2	-10	5	3	-2	0	-3	0.5
#43 CSc1nnc(C)c(/C=C/Nc2ccc(F)cc2F)n1
→ 1	11	-5	-2	-7	2	8	-2	-1.5
#44 CC1(C)Oc2ccc(C(=O)NNC(=O)Nc3ccccc3)cc2NC1=O
→ 6	3	-2	12	5	1	-1	3	2.5
#45 Cc1ccc(C(=O)NC(C)C2CC3CCC2C3)c(C)c1 (stereo not given)
→ 6	15	0	4	8	-2	6	-2	-0.7
#46 COc1ccccc1NS(=O)(=O)c1cc(N2Cc3ccccc3C2=N)ccc1N1CCOCC1
→ 6	2	6	6	1	3	4	-8	1.9
#47 O=C(N/N=C/c1ccc(OC(=O)c2cccc(Br)c2)cc1)c1cccnc1
→ -1	9	3	-5	2	-13	-3	-9	1.5
#48 COc1cc(C2C3=C(CC(C)(C)CC3=O)NC3=C2C(=O)c2ccccc23)ccc1O (stereo not given)
→ 2	2	2	3	-8	8	2	7	-1.9
#49 C[C@H]1COC(=O)[C@H](Cc2ccc(F)cc2)C/C=C\C[C@H](CC(=O)N(CCO)Cc2ccccc2)C(=O)N1
→ ·	-2	0	16	·	·	3	·	·
#50 CC1CCC2(CC1)NC(=O)N(CC(=O)c1ccc(CNC(=O)C(C)(C)C)s1)C2=O (stereo not given)
→ -2	0	4	19	-3	·	-2	-7	·
#51 CCOc1ccc(NC(=O)CCC(=O)c2ccc(F)cc2)cc1
→ -1	1	8	7	2	6	6	-3	0.1
#52 CC(Sc1nnc(NCc2ccccc2)s1)C(=O)Nc1ccc2c(c1)C(=O)c1ccccc1C2=O (stereo not given)
→ 10	50*	0	19	-2	38*	16	22	-4.9
#53 CCOc1ccccc1NC(=O)CSc1nnc(NC(=O)c2ccco2)s1
→ -1	1	-1	0	3	1	-7	5	-1.5
#54 CCOc1ccc(CCNC(=O)C2=C(C)C(=O)OC23CCCCC3)cc1OCC
→ 7	-1	5	-3	0	-3	5	-5	-0.4
#55 CCN(CC(=O)Nc1ccc(NC(C)=O)cc1)C(=O)/C=C/c1cccs1
→ -1	-1	2	3	-9	-2	2	1	1.1
#56 COc1ccc(OC)c(-c2csc(NC(=O)Cc3cc(OC)c(OC)c(OC)c3)n2)c1
→ -1	-6	1	0	1	1	5	-5	-2.8
#57 Cc1ccc(N=C2NC(=O)CC(C(=O)Nc3ccc4c(c3)OCO4)S2)cc1 (stereo not given)
→ 1	39	5	5	-3	-1	11	-6	-1.6
#58 Cc1ccc(NC(=O)C2C3CCCC2C3c2ccccc2)c(C)c1 (stereo not given)
→ 0	-1	1	11	-3	1	3	-2	1.1
#59 CN(Cc1ccccc1)c1nc2nonc2nc1N1CCCC(CN2CCCC2=O)C1 (stereo not given)
→ 5	1	0	2	-5	-3	2	3	2.0
#60 CCOC(=O)C1=C(CN2CCOCC2)NC(=O)NC1c1cc(C)ccc1C (stereo not given)
→ -4	-1	2	-1	-1	-2	4	-2	1.9

Source: PubChem BioAssay
